# From PubChem BioAssay
# M1 ag – activates human CHRM1 receptor; P11229; CHO-K1 hM1, Fluo-8 calcium fluorescence, agonist mode; 0% DMSO, 100% acetylcholine EC100; activation, % at 3 µM; hit rate 0.33% among 360,000; AID 588814;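 active = activation above the run's mean compound activation plus 3 SD, cut at about 16% in these data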;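 note: peak over basal fluorescence ratio within a 140 s kinetic read after compound addition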
# Target sequence (P11229 whole entry, looked up): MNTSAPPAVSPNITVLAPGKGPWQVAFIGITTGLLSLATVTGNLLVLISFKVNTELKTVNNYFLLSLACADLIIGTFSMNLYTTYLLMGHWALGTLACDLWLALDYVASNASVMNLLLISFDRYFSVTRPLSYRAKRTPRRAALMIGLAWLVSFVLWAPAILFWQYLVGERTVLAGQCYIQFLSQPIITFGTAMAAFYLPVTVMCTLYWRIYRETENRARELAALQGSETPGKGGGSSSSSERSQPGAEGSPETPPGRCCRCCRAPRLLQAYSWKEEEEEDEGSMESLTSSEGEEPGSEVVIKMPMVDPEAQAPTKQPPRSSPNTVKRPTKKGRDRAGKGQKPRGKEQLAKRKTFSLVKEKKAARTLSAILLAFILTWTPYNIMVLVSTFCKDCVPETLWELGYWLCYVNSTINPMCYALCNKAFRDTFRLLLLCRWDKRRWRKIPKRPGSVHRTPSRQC
# M1 ag parental – M1 agonist counterscreen hit in parental CHO-K1 cells. activation, % at 3 µM. hit rate 0.48% among 360,000. Fluo-8 calcium fluorescence; scaled to maximal ATP response, vehicle zero; in the data active = activation above about 15%;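 note: untransfected CHO-K1 host cells lacking M1 receptor as counterscreen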
# M4 ag – CHRM4 agonism in calcium assay; hit rate 0.14% among 360,000; CHO-K1 hM4/Gqi5, Fluo-8 calcium fluorescence; vehicle 0%, full acetylcholine response 100%; P08173; AID 624127; activation, % at 3 µM;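 active = activation above the run mean over all test wells plus 3 SD, cut at about 32% in these data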;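 note: peak over basal fluorescence ratio per well then scaled between controls; 0% = DMSO wells and 100% = acetylcholine at EC100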
# Target sequence (P08173 whole entry, looked up): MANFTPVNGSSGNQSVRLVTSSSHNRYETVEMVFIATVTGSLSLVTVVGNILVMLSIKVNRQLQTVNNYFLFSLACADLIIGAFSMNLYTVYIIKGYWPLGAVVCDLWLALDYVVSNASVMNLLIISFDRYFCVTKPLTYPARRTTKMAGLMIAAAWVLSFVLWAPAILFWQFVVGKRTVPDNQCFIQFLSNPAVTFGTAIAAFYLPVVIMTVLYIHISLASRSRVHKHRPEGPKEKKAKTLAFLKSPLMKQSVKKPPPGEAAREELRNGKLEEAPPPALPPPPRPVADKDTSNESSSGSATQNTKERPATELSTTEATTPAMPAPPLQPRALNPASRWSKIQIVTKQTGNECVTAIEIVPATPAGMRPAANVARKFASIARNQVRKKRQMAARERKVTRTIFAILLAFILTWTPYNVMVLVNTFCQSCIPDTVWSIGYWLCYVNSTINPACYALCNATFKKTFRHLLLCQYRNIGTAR
# CHO-K1 Ca antag – M1 antagonist counterscreen hit in parental CHO-K1 cells | ATP-induced calcium, Fluo-8 fluorescence | inhibition, % at 3 µM | hit rate 0.6% among 360,000;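 active = inhibition above a per-plate cutoff, the plate's mean sample inhibition plus 3 SD, cut at about 24% in these data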;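 note: 0% = DMSO plus EC80 ATP and 100% = DMSO alone without ATP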
# CHRM1 antagonist – human CHRM1 antagonism; CHO-K1 hM1, Fluo-8 calcium fluorescence, ACh EC80 antagonist; inhibition, % at 3 µM; hit rate 1.3% among 360,000; AID 588852;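 active = percent inhibition above its own plate's cutoff, namely the mean of that plate's compound wells plus 3 SD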;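 note: peak over basal fluorescence ratio during 140 s after agonist addition; 0% = ACh EC80 plus DMSO and 100% = DMSO alone without agonist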
# OXTR potentiate – potentiates the human oxytocin receptor response; CHO-OTR cells, Fluo-8 calcium fluorescence, potentiator mode; 0% = oxytocin EC15, 100% = EC100; P30559; hit rate 0.061% among 320,000; activation, % at 3 µM; AID 2445;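 active = activation above that plate's cutoff, the mean activation of tested compounds plus 3 SD, cut at about 6.6% in these data, passing the limit was not always enough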;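 note: 100% uses oxytocin at 75 nM as the full agonist control; some results filed as inactive read as strong as hits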
#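 Replication – single well per compound, singlicate · Assay system – CHO cell line stably expressing human OTR · Timing – 6 min pre-incubation, 100 s read · Measure – normalized max/min fluorescence ratio, % activation · Doses – 3.0 µM, one dose · Detection – Fluo-8 calcium dye fluorescence · Probe or stimulus – oxytocin near EC15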
# CHO parental Ca – counter-screen: ATP calcium response change in parental CHO cells. parental CHO-K1, ATP-induced calcium, Fluo-8 fluorescence. inhibition, % at 5.6 µM. hit rate 0.63% among 330,000. AID 463079;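 active = inhibition above that plate's mean sample inhibition plus 3 SD, cut at about 26% in these data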;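 note: 0% = ATP-challenged DMSO wells and 100% = DMSO wells without ATP; some compounds past the cut are filed as inactive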
#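 Measured by: calcium-sensitive Fluo-8 fluorescence / Test system: CHO parental line / Controls: ATP-challenged DMSO wells low, unchallenged DMSO wells high / Measure: % inhibition / Compound: single nominal dose of 5.6 µM per compound / Replicates: single well per compound, no replicates / Reagent: ATP as calcium-mobilizing challenge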
# CHRM4 antagonist – blocks acetylcholine activation of human M4 receptor; AID 624125; P08173; inhibition, % at 3 µM; CHO-hM4 cells, ACh EC80, Fluo-8 calcium fluorescence; hit rate 0.73% among 360,000;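 active = inhibition above its plate's cutoff, the mean inhibition of sample wells plus 3 SD, cut at about 27% in these data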;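 note: 0% = acetylcholine EC80 with DMSO and 100% = DMSO without agonist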
# M1 PAM – potentiates human M1 receptor response to acetylcholine | CHO-K1 hM1, Fluo-8 calcium fluorescence, ACh EC20; 0% = ACh EC20, 100% = maximal ACh | activation, % at 3 µM | P11229 | hit rate 0.088% among 360,000; in the data active = activation above about 19%, passing the limit was not always enough
# An asterisk follows results filed as active; x = no result given; & = joins results of further samples.
1. Cc1cccc(C)c1N1CC(=O)N(c2c(C)cccc2C)CC1=O
2. Cc1c(-c2ccco2)[n+](=O)c2c(n1[O-])CCC2
3. Cc1ccc(CS(=O)(=O)CCC(=O)O)cc1
4. CN(C)C(=O)CSc1n[nH]c(=O)n1CCc1ccccc1
5. Cc1ccc(C)c(N(CC(=O)NCC2CCCO2)C(=O)CCC(=O)Nc2nccs2)c1 (stereo not given)
6. N/C(=N\NC(=O)Nc1ccccc1)c1ccccn1

Assay by compound	1	2	3	4	5	6
M1 ag	-2	0	0	-3	-5	-4
M1 ag parental	0.5	-0.3	-0.1	0.7	1.4	0.6
M4 ag	1	1	3	3	0	0
CHO-K1 Ca antag	3	0	-3	-10	-16	-8
CHRM1 antagonist	4	-6	0	3	-3	-4
OXTR potentiate	6	-3	2	-6	-1	-4
CHO parental Ca	-8	-4	-1	-7	-8	-16
CHRM4 antagonist	-5	-10	-2	-11	4	10
M1 PAM	-5	2	11	0	2	1

7. Cc1ccc(C(=O)N(C)c2ccc(OCC(=O)N3c4ccc(C)cc4C4CN(C)CCC43)cc2)cc1 (stereo not given)
8. COc1ccc(C(C(=O)NCCC(C)C)N(CCCO)C(=O)c2snc(C(N)=O)c2N)cc1OC (stereo not given)
9. CCCCNC(=O)C1(C)CCN1C(=O)c1cc(-c2cccs2)oc1C (stereo not given)
10. N/C(=N\OC(=O)CCn1cccc(C(F)(F)F)c1=O)c1ccc(Cl)cc1
11. CC(C)CN(C(=O)c1cc(Cl)nc2ccccc12)C1CCS(=O)(=O)C1 (stereo not given)
12. Cn1cnc2c1c(=O)n(Cc1ccccc1)c(=O)n2C

Assay by compound	7	8	9	10	11	12
M1 ag	-15	-3	8	0	6	-2
M1 ag parental	-0.3	0.3	1.4	7.3	-0.4	0.6
M4 ag	0	0	2	8	0	0
CHO-K1 Ca antag	6	-5	-2	0	15	-4
CHRM1 antagonist	23*	-18	-11	2	-14	-8
OXTR potentiate	-5	-3	x	-14	x	-3
CHO parental Ca	-1	-13	x	-1	x	3
CHRM4 antagonist	-5	7	-11	-10	-8	6
M1 PAM	-30	7	6	-3	20	11

13. CCOC(=O)c1ccccc1NC(=O)COc1coc(CN2CCc3ccccc32)cc1=O
14. O=C1OC(c2cccc3c(F)cccc23)c2ccccc21 (stereo not given)
15. COC(=O)Cc1ccc(Oc2ncc(C(F)(F)F)cc2Cl)cc1
16. Cn1nc(-c2ccccc2)c(CO)c1Oc1cccc(C(F)(F)F)c1
17. COCCOC(=O)c1c(C)n(C)c2ccc(OC(=O)c3c(OC)cccc3OC)cc12
18. CCn1nnnc1NC(=O)c1cc(OC)c(OC)c(OC)c1

Assay by compound	13	14	15	16	17	18
M1 ag	-5	-3	-1	5	0	-4
M1 ag parental	-0.1	0.2	-0.5	13	6.7	0.6
M4 ag	2	0	-1	19	17	1
CHO-K1 Ca antag	-2	12	3	0	4	-8
CHRM1 antagonist	-3	-2	23	0	15	-1
OXTR potentiate	-15	x	-3	-11	-10	-14
CHO parental Ca	-23	x	-16	-18	-4	-5
CHRM4 antagonist	-12	10	-1	-1	11	6
M1 PAM	0	-3	-4	-3	-8	3

19. O=C(CCNC(=O)c1ccc(Cl)cc1)NCc1cccc(C(F)(F)F)c1
20. CC(=O)c1ccc(NC(=O)CN2C(=O)/C(=C/C=C/c3ccccc3)SC2=S)cc1
21. CS(=O)(=O)c1cccc(C(=O)N(CCc2ccccc2)Cc2cccs2)c1
22. ON=C1CCC2CCCCC2C1 (stereo not given)
23. O=C(N1CCOCC1)N1CCN(c2ccc(F)cc2)CC1
24. CCc1nc2ccc(C(=O)N(C)CC(=O)Nc3ccc(Cl)c(C(F)(F)F)c3)cc2nc1CC

Assay by compound	19	20	21	22	23	24
M1 ag	-1	-4	-6	-2	-2	0
M1 ag parental	-0.2	0.9	3.8	0.2	1.0	0.5
M4 ag	2	1	6	0	3	2
CHO-K1 Ca antag	12	-8	-15	2	-29	-3
CHRM1 antagonist	-9	-8	-17	-15	-14	-14
OXTR potentiate	-7	-11	-1	x	-4	-11
CHO parental Ca	-20	17	-10	x	-1	-28
CHRM4 antagonist	-12	3	-14	-9	-21	-25
M1 PAM	5	6	7	13	9	5

25. CCN1CCN(CC(=O)Nc2cc(C(F)(F)F)ccc2OCCOC)CC1
26. N#C/C(=C\c1cccn1S(=O)(=O)c1ccccc1)S(=O)(=O)c1ccc(F)cc1
27. O=C1C(Cl)=C(N2CCOCC2)C(=O)N1CCc1ccccc1
28. COc1ccc(C2CC(c3cccs3)=Nc3ccccc3S2)cc1OC (stereo not given)
29. CC(=O)c1sccc1NC(=O)c1ccccc1C(=O)O
30. O=C(OCc1cc(=O)n2ccsc2n1)C1(c2ccccc2)CC1

Assay by compound	25	26	27	28	29	30
M1 ag	-6	-7	-4	-5	1	0
M1 ag parental	-0.1	0.9	2.2	0.4	0.4	0.7
M4 ag	0	2	1	0	1	5
CHO-K1 Ca antag	-9	-3	-11	2	-7	15
CHRM1 antagonist	-11	1	1	4	-14	-8
OXTR potentiate	-1	x	-1	-9	-6	x
CHO parental Ca	-15	x	-8	0	-1	x
CHRM4 antagonist	-1	1	6	7	4	-5
M1 PAM	5	-8	3	-2	9	4

31. COc1ccc(N2CCOCC2)c(NC(=O)c2cccs2)c1
32. CC(=O)Nc1cc2c(=O)n(Cc3ccccc3)c(C)nc2cc1N1CCOCC1
33. COc1ccc2[nH]c(C(=O)N3CCNCC3)cc2c1OC
34. O=C(c1cc(F)ccc1F)C1CCCN(C(=O)c2ccco2)C1 (stereo not given)
35. Brc1ccc(/C=N/Nc2ccccc2)cc1
36. CCCOc1ccc(C(=O)CCN2CCCCC2)cc1

Assay by compound	31	32	33	34	35	36
M1 ag	-4	-3	-4	-7	-8	-3
M1 ag parental	0.7	0.4	0.3	0.2	0.1	0.4
M4 ag	4	1	0	0	0	1
CHO-K1 Ca antag	-6	0	-5	-2	-5	-9
CHRM1 antagonist	-10	-1	-12	-1	2	17
OXTR potentiate	3	-5	x	-7	-3	-3
CHO parental Ca	-11	-12	x	-13	4	-26
CHRM4 antagonist	-9	-4	-6	-4	-8	-6
M1 PAM	4	6	12	3	-4	-7

37. COc1ccc(OC)c(Nc2cc(C)c3ccccc3n2)c1
38. COc1ccc(C(CC(=O)N2CCCCC2)NC(=O)C(F)(F)F)cc1 (stereo not given)
39. COc1ccc(NC(=O)C2CCC(CNS(=O)(=O)c3cccs3)CC2)cc1 (stereo not given)
40. Cc1cccc(N(CC(=O)N/N=C/c2ccccc2C(=O)O)S(C)(=O)=O)c1C
41. O=C1NCCCC1C(=O)N1CCCCC1 (stereo not given)
42. N#C/C(=C/c1ccc(N2CCOCC2)o1)C(=O)Nc1ccccc1

Assay by compound	37	38	39	40	41	42
M1 ag	2	-6	-5	-2	-2	50*
M1 ag parental	12	0.5	2.1	0.2	0.3	61*
M4 ag	-1	1	2	0	1	54*
CHO-K1 Ca antag	0	-11	-1	-10	-13	20
CHRM1 antagonist	-8	-4	3	-13	-8	32
OXTR potentiate	-15	6	-1	-2	-5	x
CHO parental Ca	-28	-4	2	-4	12	x
CHRM4 antagonist	4	1	-3	-5	-5	13
M1 PAM	1	2	0	5	5	-23

43. CC(=O)c1cccc(NC(=O)CCn2c(=S)oc3ccccc32)c1
44. CC(=O)c1ccc(OCC(=O)NC2CCCN(Cc3ccccc3F)C2)cc1 (stereo not given)
45. COc1ccc(C(=O)N/N=C/c2ccc3cccc(OCc4ccccc4)c3n2)cc1
46. CCC(C)(C)c1ccc(Oc2ccc(N)cc2)cc1
47. CC(Oc1ccc2c(-c3ccccc3)cc(=O)oc2c1)C(=O)NCC1CCC(C(=O)O)CC1 (stereo not given)
48. COCc1cc(C)[nH]c(=O)c1C#N

Assay by compound	43	44	45	46	47	48
M1 ag	-2	-5	1	2	-2&-1	-2
M1 ag parental	0.6	0.2	3.9	-0.1	0.6&0.1	-0.5
M4 ag	0	3	10	1	0&1	0
CHO-K1 Ca antag	2	2	4	-1	-1&-4	-8
CHRM1 antagonist	-3	-3	31*	-3	-12&-13	7
OXTR potentiate	-3	x	-16	x	4&-3	-6
CHO parental Ca	-15	x	-35	x	-14&-2	-4
CHRM4 antagonist	-1	7	12	-10	-6&-2	-6
M1 PAM	6	1	-8	19	5&5	-5

# Sorted by the number under CHRM1 antagonist (high to low): 5 from the list above.
no.	mol	CHRM1 antagonist
4	CN(C)C(=O)CSc1n[nH]c(=O)n1CCc1ccccc1	3
38	COc1ccc(C(CC(=O)N2CCCCC2)NC(=O)C(F)(F)F)cc1 (stereo not given)	-4
40	Cc1cccc(N(CC(=O)N/N=C/c2ccccc2C(=O)O)S(C)(=O)=O)c1C	-13
23	O=C(N1CCOCC1)N1CCN(c2ccc(F)cc2)CC1	-14
21	CS(=O)(=O)c1cccc(C(=O)N(CCc2ccccc2)Cc2cccs2)c1	-17

# New compounds follow.
49. N#Cc1nc(COc2ccccc2)oc1N1CCC(Cc2ccccc2)CC1
50. CCOc1cc(C2Nc3ccccc3C(=O)N2c2ccccc2)c(Br)cc1OCC(=O)O (stereo not given)
51. Cc1cccc(C(=O)Nc2cccc(C(=O)N3CCOCC3)c2)c1
52. CCOC(=O)Cn1c(=O)n(CC(=O)OCC)c2ccccc21
53. CCN(C(=O)CN1CCCCC1C)c1c(N)n(Cc2ccccc2)c(=O)[nH]c1=O (stereo not given)
54. Brc1ccc(-c2nc3ncccn3c2Nc2ccc3c(c2)OCCO3)o1
55. COc1cc(C#N)ccc1OCC(=O)Nc1ccc(C)c(S(=O)(=O)N2CCOCC2)c1
56. CCC1CCCCN1CCCNC(=O)C1CCCN(S(=O)(=O)N2CC(C)CC(C)C2)C1 (stereo not given)

Assay by compound	49	50	51	52	53	54	55	56
M1 ag	-1	-4	-1	-2	-2	0	0	-5
M1 ag parental	0.1	0.9	0.3	0.0	0.5	7.4	2.4	-0.6
M4 ag	0	0	1	1	2	4	9	0
CHO-K1 Ca antag	-5	-5	-24	-8	-11	14	-4	5
CHRM1 antagonist	-6	-3	1	-5	-11	2	-16	7
OXTR potentiate	-16	8	-3	-17	-6	-9	-3	-2
CHO parental Ca	-3	1	-22	-6	13	-15	-16	-27
CHRM4 antagonist	-1	2	-7	-1	-3	-1	-3	15
M1 PAM	6	5	2	8	13	3	8	-7

# A few values from the entries so far:
# Cc1ccc(C)c(N(CC(=O)NCC2CCCO2)C(=O)CCC(=O)Nc2nccs2)c1 (stereo not given) @ CHRM4 antagonist = 4
# CC(C)CN(C(=O)c1cc(Cl)nc2ccccc12)C1CCS(=O)(=O)C1 (stereo not given) @ M4 ag = 0

# Compounds were not picked by outcome; 2.9% or so of the library scored in one or more.
